ROMK mod: modulators of human ROMK potassium channel; Tet-inducible ROMK, thallium flux fluorescence; actives lie on both sides; B-score at 10 µM; 130,000 tested, 2% active; AID 1918;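 active = signal ratio slope over the read window, or its plate-corrected B-score, at least 3 SD from the plate mean, either direction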;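 note: B-score of the F/F0 ratio slope over 7 to 12 s after thallium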
Target sequence (P48048 whole entry, looked up): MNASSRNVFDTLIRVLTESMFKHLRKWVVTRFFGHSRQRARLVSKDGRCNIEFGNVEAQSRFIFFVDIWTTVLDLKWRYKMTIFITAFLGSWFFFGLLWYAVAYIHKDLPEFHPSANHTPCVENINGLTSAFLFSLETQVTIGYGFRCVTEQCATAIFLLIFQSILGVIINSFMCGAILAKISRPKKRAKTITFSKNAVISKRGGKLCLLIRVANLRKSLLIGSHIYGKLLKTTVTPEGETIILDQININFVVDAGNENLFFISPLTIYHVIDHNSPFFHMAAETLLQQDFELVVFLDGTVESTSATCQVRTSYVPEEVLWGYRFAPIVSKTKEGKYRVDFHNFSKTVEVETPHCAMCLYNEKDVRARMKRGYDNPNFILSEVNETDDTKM
S1P3 antag: antagonists of human S1P3 receptor | CHO S1P3 NFAT-BLA reporter, FRET fluorescence, antagonist mode | inhibition, % at 4.98 µM | 170,000 tested, 0.27% active;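 active = inhibition above the plate cutoff, the mean inhibition of test wells on that plate plus 3 SD, cut at about 28% in these data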;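 note: cells challenged with S1P at its EC80 of 0.8 µM; blue over green emission ratio from cleaved BLA substrate after 4 h stimulation; 0% = S1P-stimulated wells and 100% = unstimulated DMSO-only wells; some compounds past the cut are filed as inactive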
PPARg SRC-1 ag: agonists of human PPARgamma SRC-1 coactivator recruitment. AID 631. activation, % at 8 µM. PPARgamma-SRC-1 coactivator recruitment biochemical assay. P37231. 200,000 tested, 0.41% active; in the data active = activation above about 19%;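 note: 0% = DMSO and 100% = reference agonist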
Target sequence (P37231 whole entry, looked up): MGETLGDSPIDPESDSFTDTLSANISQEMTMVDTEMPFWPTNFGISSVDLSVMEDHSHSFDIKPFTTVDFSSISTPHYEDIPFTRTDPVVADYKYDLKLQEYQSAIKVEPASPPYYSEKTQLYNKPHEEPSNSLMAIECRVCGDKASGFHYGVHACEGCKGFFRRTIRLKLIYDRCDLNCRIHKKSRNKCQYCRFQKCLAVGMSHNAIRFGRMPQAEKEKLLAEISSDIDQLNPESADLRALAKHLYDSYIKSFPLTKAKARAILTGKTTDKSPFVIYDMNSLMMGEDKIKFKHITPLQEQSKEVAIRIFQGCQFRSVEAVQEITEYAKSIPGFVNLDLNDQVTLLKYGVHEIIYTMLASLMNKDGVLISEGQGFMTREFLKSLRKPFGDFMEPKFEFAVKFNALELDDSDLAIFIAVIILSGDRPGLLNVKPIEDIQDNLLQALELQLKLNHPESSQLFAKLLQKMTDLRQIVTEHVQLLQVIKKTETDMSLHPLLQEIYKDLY
PPARg SRC-2 ag: PPARgamma-driven SRC-2 recruitment agonism; PPARgamma LBD-SRC-2 recruitment, biochemical; activation, % at 8 µM; 200,000 tested, 0.34% active; AID 1032; in the data active = activation above about 22%;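 note: 0% = vehicle and 100% = reference agonist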
DTT redox prof: compounds producing H2O2 with reducing agent – biochemical, NIH compound library profiling, artefact control for MLSCN library redox annotation, primary screen. DTT-dependent redox cycling H2O2, phenol red/HRP absorbance; 100% = 100 µM peroxide control, 0% = buffer. activation, % at 10 µM. 200,000 tested, 0.03% active;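 active = activation of at least 50% relative to the plate's high and low controls in the primary single-dose screen; inactive = activation below 50%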;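 note: compound incubated with DTT at 0.8 mM final as the reducing agent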
PPARg SRC3 recr: agonists of human PPARgamma SRC-3 coactivator recruitment; biochemical PPARgamma/SRC-3 coactivator recruitment assay; activation, % at 8 µM; 200,000 tested, 0.26% active; in the data active = activation above about 23%;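 note: 0% = DMSO and 100% = reference agonist; some compounds past the cut are filed as inactive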
SRC2 TRFRET art: counter-screen for PPARgamma SRC-2 recruitment agonists: TR-FRET artefact; AID 1049; active compounds read high; TR-FRET ratio at 8 µM; 200,000 tested, 0.4% active; in the data active = TR-FRET ratio above about 2000; note: inactives centre near 1500; reference of the scale not given here
bIAP inh: blocks bovine intestinal alkaline phosphatase activity; purified bovine IAP, CDP-star luminescence, 30 min; inhibition, % at 20 µM; 190,000 tested, under 10 active; AID 1019;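 active = over 50% inhibition of intestinal alkaline phosphatase at 20 µM in the single-dose screen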
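System: Purified bovine intestinal alkaline phosphatase (IAP) enzyme | Input: IAP diluted 1/65,000,000 in the well | Also added: CDP-star chemiluminescent phosphatase substrate, 30 µM final | Dosing: 20 µM single dose | Times: Enzyme reaction for 30 min at room temperature | Detection: Luminescence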
bIAP activator: intestinal alkaline phosphatase (bovine) activation; purified bovine IAP, CDP-star luminescence, 30 min; active compounds read high; fold of DMSO-control signal, blank-subtracted; AID 1016; 200,000 tested, 0.17% active; activation factor at 20 µM;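 active = activation factor of 2 or more at 20 µM, a signal rise over negative controls twice the positive control's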
TLR4 MyD88 comp: blocks binding of human TLR4 to MyD88; O00206+Q99836; HeLa CL3-4 TLR4/MyD88 BLA complementation, FRET ratio; inhibition, % at 8.4 µM; 200,000 tested, 0.18% active; AID 861; in the data active = inhibition above about 25%;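 note: 0% = vehicle and 100% = reference inhibitor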
L major viab: Leishmania major promastigote growth inhibition; Leishmania major promastigotes, resazurin fluorescence viability; inhibition, % at 10 µM; 200,000 tested, 9% active; AID 1063; in the data active = inhibition above about 50%;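 note: promastigotes grown with compound for 44 hours at 28 °C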
Active calls of the source: *; / = no result given.

cpd | SMILES | ROMK mod | S1P3 antag | PPARg SRC-1 ag | PPARg SRC-2 ag | DTT redox prof | PPARg SRC3 recr | SRC2 TRFRET art | bIAP inh | bIAP activator | TLR4 MyD88 comp | L major viab
1 | O=C(O)c1ccc2c(=O)n3c(nc2c1)/C(=C/c1ccccc1C(F)(F)F)CCCC3 | / | -4 | 3 | -1 | 0.0 | 5 | 1573 | / | 0.4 | -8 | -8
2 | CCCCn1c(SCC(=O)N2CCCC2)nc2cc(S(N)(=O)=O)ccc21 | 0.51 | 1 | 5 | 4 | -0.9 | 1 | 1535 | -7 | 1.1 | -2 | -4
3 | CC(C)[C@@H]1NC(=O)c2cc([N+](=O)[O-])cc(I)c2NCCC[C@@H](C(N)=O)NC(=O)[C@H](CO)NC1=O | 0.98 | -19 | -6 | -5 | 0.5 | -6 | 1197 | 9 | 0.9 | -3 | 15
4 | CCN(CC)S(=O)(=O)c1cc(-c2nn(C)c(=O)c3ccccc23)ccc1C | / | / | 14 | 15 | -5.2 | 4 | 1478 | -4 | 1 | -15 | 87*
5 | COc1ccc(-c2nnc3sc(C(C)N4C(=O)c5ccccc5C4=O)nn23)cc1 (stereo not drawn) | / | -14 | -1 | 13 | -0.5 | 18 | 1707 | 3 | 1 | 1 | -3
6 | COCCN(CC(=O)Nc1ccccc1C)S(=O)(=O)c1ccc(S(=O)(=O)N2CCCC2)cc1 | / | -34 | 9 | 6 | 0.1 | 12 | 1401 | -1 | 1 | -19 | -4
7 | CC(C)CCOc1ncnc2c1sc1nc3c(cc12)CSC(C)(C)C3 | 0.079 | / | 2 | 4 | -0.5 | 6 | 1528 | -3 | 1 | 8 | -1
8 | C=CCNC(=O)/C(=C\c1ccc2c(c1)OCO2)NC(=O)c1ccc(Br)cc1 | / | / | 4 | 9 | 1.4 | 1 | 1694 | -4 | 1 | 2 | -3

Record cards (already shown). Values in the order: ROMK mod | S1P3 antag | PPARg SRC-1 ag | PPARg SRC-2 ag | DTT redox prof | PPARg SRC3 recr | SRC2 TRFRET art | bIAP inh | bIAP activator | TLR4 MyD88 comp | L major viab
Profile of C=CCNC(=O)/C(=C\c1ccc2c(c1)OCO2)NC(=O)c1ccc(Br)cc1 = / | / | 4 | 9 | 1.4 | 1 | 1694 | -4 | 1 | 2 | -3
Profile of CCCCn1c(SCC(=O)N2CCCC2)nc2cc(S(N)(=O)=O)ccc21 = 0.51 | 1 | 5 | 4 | -0.9 | 1 | 1535 | -7 | 1.1 | -2 | -4

Other structures follow.
cpd | SMILES | ROMK mod | S1P3 antag | PPARg SRC-1 ag | PPARg SRC-2 ag | DTT redox prof | PPARg SRC3 recr | SRC2 TRFRET art | bIAP inh | bIAP activator | TLR4 MyD88 comp | L major viab
9 | O=C(NCCN1CCC(Cc2ccccc2)CC1)C1CCCN(S(=O)(=O)c2cnc[nH]2)C1 (stereo not drawn) | / | -13 | 1 | 7 | -2.8 | -3 | 1784 | -2 | 1 | 5 | -4
10 | COCCN(CC(=O)NCc1ccc(F)cc1)C(=O)CCC(=O)Nc1nccs1 | / | -15 | 10 | 6 | -0.2 | 3 | 1748 | 4 | 1 | -17 | 1
11 | Cc1ccc(C(=O)Nc2ccc(S(=O)(=O)N3CCN(C)CC3)cc2)cc1 | 0.46 | / | -5 | 1 | 0.3 | -6 | 1379 | -2 | 1 | -1 | 0
12 | CC1CCN(C(=O)Nc2ccc3nsnc3c2)CC1 | / | / | 1 | 12 | -2.9 | 2 | 1550 | 2 | 1 | -4 | -3
13 | COc1ccccc1NC(=O)N(Cc1ccco1)Cc1cc2c(C)ccc(C)c2[nH]c1=O | / | 5 | -5 | -5 | 0.0 | -4 | 1320 | 12 | 0.9 | -5 | 21
14 | CCOc1ccc(N=C2NC(=O)S/C2=C\c2ccc(O)cc2)cc1 | / | / | 8 | 7 | -3.6 | 13 | 1460 | 41 | 0.6 | 8 | 4
15 | CCN1CCN(C(=S)c2ccc(Br)cc2)CC1 | / | / | 0 | 8 | 2.3 | 3 | 1428 | 3 | 1 | 8 | 85*
16 | O=C1CC(N2CCN(C3CCc4ccccc4C3)CC2)C(=O)N1c1ccccc1 (stereo not drawn) | -1.2 | 0 | 9 | -1 | 0.6 | -9 | 1535 | / | / | -5 | 10
17 | CCCCCC1CCC(C(=O)NNC(=S)NCC)CC1 (stereo not drawn) | 0.25 | / | -8 | -9 | -3.8 | 0 | 1387 | 1 | 1 | 6 | 13
18 | Nc1nc(-c2ccco2)nc(N2CCCCC2)n1 | -0.035 | 4 | 7 | 3 | 2.0 | 6 | 1666 | 6 | 0.9 | 3 | -4
19 | O=C1C(Oc2ccc(Cl)cc2)C(c2ccc3c(c2)OCO3)N1CC1CCCO1 (stereo not drawn) | -1.6 | -15 | -4 | 6 | -0.1 | 2 | 1523 | 2 | 1 | -10 | 6
20 | Cc1cc(C(C)(C)C)cc(C)c1COC(=O)C1CCC(=O)N1 (stereo not drawn) | -0.74 | 29 | 3 | 0 | 4.2 | -2 | 1628 | 8 | 0.9 | 15 | -2
21 | CN(C(=O)COc1ccc(Cl)cc1Cl)c1nnc(C23CC4CC(CC(C4)C2)C3)s1 | -0.77 | -9 | -4 | 1 | 0.9 | 4 | 1456 | 20 | 0.8 | -1 | 1
22 | CC1=CCC(C(=O)O)C(C(=O)Nc2nc3ccc(S(C)(=O)=O)cc3s2)C1 (stereo not drawn) | -0.013 | / | 5 | 1 | 0.8 | 9 | 1501 | 12 | 0.9 | -8 | -4
23 | C=CCOc1ccccc1CNCc1cccnc1 | 0.11 | 6 | -4 | -3 | -0.3 | -8 | 1238 | 9 | 0.9 | 2 | 87*
24 | Cc1ccc(C)c(S(=O)(=O)NCCOC(=O)Nc2sc(=S)n(C)c2C)c1 | 1 | / | 3 | 12 | -0.4 | 16 | 1530 | 0 | 1 | 2 | 88*
25 | Cc1cccc(C(=O)N2CCN(Cc3ccc4c(c3)OCO4)CC2)c1 | / | 9 | -1 | -2 | -0.3 | -8 | 1639 | 3 | 1 | 13 | 40
26 | CCC(=O)Nc1ccc2c(c1)C(=O)N(C)C2=O | 0.76 | / | 4 | 0 | 0.3 | 1 | 1341 | -2 | 1 | 6 | -1
27 | CN(c1ccccc1)S(=O)(=O)c1cccc(C(=O)N2CCN(c3ccccn3)CC2)c1 | -0.93 | / | 1 | -10 | 3.1 | -15 | 1467 | 2 | 1 | -5 | 7
28 | NS(=O)(=O)c1ccc(NC(=S)NC(=O)C2CCCCC2)cc1 | 0.4 | -7 | 6 | 7 | 0.2 | 6 | 1630 | -5 | 1 | 6 | 3
29 | Cn1ccnc1SCC(=O)Nc1nc2c(F)c(F)c(F)cc2s1 | -0.23 | -7 | 4 | -4 | 0.4 | -2 | 1631 | -7 | 1.1 | -6 | -3
30 | CCCN1CCC(N2CCCC(C(=O)O)C2)CC1 (stereo not drawn) | 0.083 | -9 | 6 | -5 | -0.3 | -1 | 1665 | 9 | 0.9 | -1 | 2
31 | Cc1cccc(NC(=O)C2CCCN2S(=O)(=O)c2ccc3c(c2)n(C)c(=O)c(=O)n3C)c1 (stereo not drawn) | 1.5 | -2 | -2 | 6 | 0.5 | -1 | 1365 | 2 | 1 | -5 | 12
32 | C=CC(=O)N=c1sc2ccccc2n1-c1ccccc1 | -0.32 | -20 | -2 | -5 | 5.2 | -4 | 1490 | -1 | 1 | 13 | 34
33 | CN(C)CCNC(=O)c1cc(Br)ccc1Cl | / | / | -5 | -4 | 1.3 | 1 | 1370 | 4 | 1 | 2 | -2
34 | CC(=O)c1ccc(N2CCN(CCC#N)CC2)c(F)c1 | 1.1 | 7 | -2 | 5 | -1.6 | -5 | 1659 | 4 | 1 | -5 | -2
35 | Cc1nn2c(-c3ccncc3)ccnc2c1Br | 0.54 | -11 | 10 | 0 | -1.8 | -4 | 1620 | -3 | 1 | 7 | 7
36 | O=C(Cc1cccs1)NNC(=S)NC(=O)c1ccccc1 | 0.27 | -10 | 7 | 0 | 0.1 | 7 | 1722 | 9 | 0.9 | -3 | 4
37 | COc1ccc(CC(=O)NCc2ccco2)cc1OC | 1.2 | / | 6 | 11 | 0.3 | 4 | 1641 | -15 | 1.2 | 16 | -6
38 | O=C(CN1CCCCC1)Nc1cc(Cl)ccc1Cl | / | -106 | 10 | 3 | -2.6 | 11 | 1498 | 26 | 0.7 | 9 | 1
39 | CC1C/C(=N/Nc2ccc([N+](=O)[O-])cc2[N+](=O)[O-])CC(C)(C)C1 (stereo not drawn) | / | / | -3 | -9 | 5.2 | 2 | 1310 | 27 | 0.7 | -2 | 2
40 | COc1ccc(NC(=O)c2ccc(Cc3ccc(C)cc3)o2)cc1 | -1.8 | / | -3 | 4 | 1.6 | 7 | 1534 | -4 | 1 | 10 | -9
41 | O=C1c2ccc3c4c(ccc(c24)C(=O)N1c1ccc2ccccc2c1)CC3 | / | / | 4 | 15 | -5.7 | 11 | 1605 | 0 | 1 | -5 | -5
42 | O=C1CCCC2=C1C(c1ccc(O)cc1)c1c(ccc3ccccc13)N2 (stereo not drawn) | -0.57 | -26 | 8 | -1 | -1.8 | 2 | 1461 | -18 | 1.2 | -6 | 27
43 | Cc1cc(=O)oc2cc(OCC(=O)N/N=C/c3cc([N+](=O)[O-])ccc3O)ccc12 | / | -9 | -4 | 2 | 0.8 | -2 | 1444 | 6 | 0.9 | 2 | -3
44 | Cc1ccc(C2=NC3(CCCCC3)N=C2SCC(=O)Nc2ccc3c(c2)OCCO3)cc1 | -1.2 | -4 | 4 | -7 | 0.7 | -3 | 1329 | -7 | 1.1 | 7 | 28
45 | Cc1ccc2nsnc2c1NC(=O)COc1ccccc1 | 0.015 | 2 | 3 | -4 | -0.3 | 6 | 1566 | -13 | 1.1 | 12 | -14
46 | CCC(C)NC(=O)C(Cc1ccccc1)n1cccc1 (stereo not drawn) | / | -17 | -4 | 4 | 0.1 | 3 | 1593 | 17 | 0.8 | 4 | -6
47 | C=CCn1cnc2scc(-c3ccc(C)cc3)c2c1=O | -0.13 | / | 1 | 3 | 0.0 | 2 | 1564 | 14 | 0.9 | 1 | -4
48 | CCCC(=O)Nc1ccc(NC(=S)NC(=O)c2ccccc2[N+](=O)[O-])cc1 | / | -13 | 6 | -3 | 0.4 | 2 | 1441 | 5 | 1 | -1 | -1
49 | O=C(NNC(=S)Nc1cccc(C(F)(F)F)c1)c1ccccc1Cl | / | 2 | -6 | 0 | -0.3 | 0 | 1523 | -6 | 1.1 | 3 | -4
50 | C/C(=N/NS(=O)(=O)c1ccc(Cl)cc1)c1cccc(NC(=O)c2ccc(Cl)cc2Cl)c1 | / | / | 18 | 24* | 0.9 | -1 | 1666 | 2 | 1 | 2 | 97*
51 | COc1cc(NC(=O)CSc2nc(C)c(C)c(C)n2)c(C)cc1[N+](=O)[O-] | / | -2 | 3 | 12 | 0.1 | 5 | 1666 | 12 | 0.9 | 0 | 26
52 | COC(=O)c1cc(NC(=O)c2ccccc2)c(=O)oc1C/C=N\OCc1ccc(Cl)cc1Cl | -2.8* | / | -3 | -3 | 0.1 | -5 | 1250 | 13 | 0.9 | 1 | -15
53 | CSc1nn2cc(CCN3CCOCC3)c(-c3ccc(F)cc3)nc2c1C#N | -0.38 | -17 | 3 | 5 | -0.8 | 4 | 1705 | -11 | 1.1 | 8 | 2
54 | Cc1cccc(NC(=O)C(CC(C)C)NC(=O)C2CCC(C)CC2)n1 (stereo not drawn) | -0.59 | -6 | -2 | -2 | -0.2 | 0 | 1388 | 6 | 0.9 | -4 | 24

From PubChem
